# Screening results from PubChem.
# UPR XBP1 act: activators of adaptive XBP1 UPR arm, primary screen, cell-based, CHO-XBP1 luciferase reporter, luminescence, uHTS. IRE1-XBP1 UPR activation; percent of tunicamycin response, DMSO as zero. activation, % at 20 µM. 330,000 tested, 0.33% active. AID 463104, 2010;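 active = versus positive control, 20 µM dose yields 30% or more activation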;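 note: 100% = tunicamycin at 10 µg/mL and 0% = DMSO only wells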
#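 Assay system: IRE1-XBP1 luciferase reporter CHO line. Input: 1000 cells/well. Buffer or medium: F12 with 10% serum. Doses: 20 µM, 1% DMSO. Times: overnight seeding at 37 °C, 6 h compound treatment at 37 °C. Technique: Steady-Glo luciferase glow luminescence, 10 min after reagent addition.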
# UPR CHOP act: activators of apoptotic CHOP UPR arm, primary screen, cell-based, CHO-CHOP luciferase reporter, luminescence, uHTS. 330,000 tested, 0.34% active. activation, % at 10 µM. UPR activation; percent of tunicamycin response over DMSO baseline;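 active = at 10 µM dose, activation of 40% or more, normalized to positive control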;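 note: 100% = tunicamycin at 10 µg/mL and 0% = DMSO alone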
#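 System: CHO-CHOP luciferase reporter cell line; amount: 500 cells/well; buffer or medium: F12 medium containing 10% fetal bovine serum; incubation: 6 h compound exposure at 37 °C after overnight seeding; measured by: luciferase luminescence after 10 min with Steady-Glo reagent; evaluation: % reporter activation, DMSO baseline versus tunicamycin full activation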
# Mdm2-MdmX inh: inhibitors of human Mdm2-MdmX association, primary screen, cell-based, luminescence, split luciferase, SaOS-2, uHTS. 330,000 tested, 3% active. SaOS-2 split-luciferase Mdm2/MdmX complementation. inhibition, % at 8 µM;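 active = inhibition of at least 50% at 8 µM in the primary screen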
# Target sequence (O15151 whole entry, looked up): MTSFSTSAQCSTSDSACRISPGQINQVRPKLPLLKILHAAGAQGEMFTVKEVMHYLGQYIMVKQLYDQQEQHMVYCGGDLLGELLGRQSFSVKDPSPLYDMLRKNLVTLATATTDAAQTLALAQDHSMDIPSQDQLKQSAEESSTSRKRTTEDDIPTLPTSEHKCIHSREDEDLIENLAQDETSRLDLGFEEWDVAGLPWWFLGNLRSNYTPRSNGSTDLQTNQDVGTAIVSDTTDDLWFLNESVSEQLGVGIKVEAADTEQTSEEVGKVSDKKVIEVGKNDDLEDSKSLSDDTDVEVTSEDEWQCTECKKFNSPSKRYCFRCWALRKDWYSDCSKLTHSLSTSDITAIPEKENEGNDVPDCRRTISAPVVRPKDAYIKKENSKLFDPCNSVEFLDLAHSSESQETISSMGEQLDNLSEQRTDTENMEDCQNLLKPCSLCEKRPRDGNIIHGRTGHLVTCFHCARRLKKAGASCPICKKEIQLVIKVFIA
# Target sequence (Q00987 whole entry, looked up): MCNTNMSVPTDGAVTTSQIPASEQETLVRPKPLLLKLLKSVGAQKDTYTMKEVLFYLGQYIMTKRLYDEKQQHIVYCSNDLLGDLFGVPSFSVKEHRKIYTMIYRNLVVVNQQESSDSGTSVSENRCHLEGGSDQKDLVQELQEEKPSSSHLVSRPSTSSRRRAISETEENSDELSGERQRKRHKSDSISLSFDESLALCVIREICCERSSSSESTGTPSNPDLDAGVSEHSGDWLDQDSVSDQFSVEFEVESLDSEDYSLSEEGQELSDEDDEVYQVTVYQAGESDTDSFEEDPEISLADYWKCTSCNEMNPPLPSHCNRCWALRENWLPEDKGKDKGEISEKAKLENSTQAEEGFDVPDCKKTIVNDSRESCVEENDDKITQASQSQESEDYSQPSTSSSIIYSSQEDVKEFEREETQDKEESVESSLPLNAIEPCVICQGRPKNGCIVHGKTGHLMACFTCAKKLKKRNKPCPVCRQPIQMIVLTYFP
# APJ agonist: agonists of human apelin receptor APJ, primary screen, CHO-K1 cells, PathHunter beta-arrestin, luminescence; AID 2520, 2010; P35414; 330,000 tested, 0.11% active; activation, % at 20 µM; 0% DMSO wells, 100% apelin;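 active = activation more than six SD over the plate average, tested at 20 µM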;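 note: 0% = DMSO alone and 100% = apelin-13 at 10 nM; some results filed as inactive read as strong as hits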
#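 Assay system: engineered CHO-K1 APJ arrestin reporter cells; Amount: 1000 CHO-K1 reporter cells seeded per well; Dosing: one dose, 20 µM compound, 1% DMSO; Times: compound stimulation 90 min at 25 °C, detection 60 min; Measured by: luminescent beta-gal fragment complementation, chemiluminescent substrate; Read-out: APJ–arrestin association signal; Controls: DMSO vs Apelin-13 10 nM.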
# APJ antag: antagonists of human apelin receptor APJ, primary screen, CHO-K1 cells, beta-arrestin complementation, luminescence | 330,000 tested, 0.32% active | inhibition, % at 20 µM | P35414;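 active = inhibition above about 40% at 20 µM, limit read from the data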;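 note: cells challenged with 10 nM apelin-13 agonist together with compound; plate controls were apelin-13 plus DMSO wells for no effect and DMSO wells lacking apelin-13 for full effect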
# tim23-1 inh: growth inhibitors of tim23-1 mutant yeast, primary screen, luminescence, uHTS | S. cerevisiae tim23-1 growth, BacTiter-Glo luminescence, 24 h | inhibition, % at 20 µM | 330,000 tested, 1.3% active | AID 463212, 2010;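 active = growth inhibition of the mutant yeast at or above 50%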;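 note: temperature-sensitive mutant grown at 25 °C; plate controls were DMSO-treated mutant yeast for no effect and medium wells lacking yeast for full effect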
# 697 NFkB inh: inhibitors of PMA/ionomycin-induced NF-kB reporter, 697 cells, primary screen, B-cell NF-kB inhibitor project, cell-based, luminescence, uHTS; 697 B-cell NF-kB luciferase reporter, 16 h; inhibition, % at 4 µM; 330,000 tested, 0.33% active; AID 435022, 2010; in the data active = inhibition above about 35%
# Jurkat NFkB inh: inhibitors of induced NF-kB luciferase reporter, primary screen, TCR NF-kB activation inhibitor project, cell-based, luminescence, uHTS | 330,000 tested, 0.53% active | AID 435003, 2010 | inhibition, % at 4 µM | Jurkat, PMA/ionomycin-induced NF-kB luciferase reporter; in the data active = inhibition above about 50%
# * = called active by the depositor.
# Values in the order – UPR XBP1 act	tim23-1 inh	APJ antag	Mdm2-MdmX inh	Jurkat NFkB inh	UPR CHOP act	APJ agonist	697 NFkB inh
- COCCNC(=O)C(c1ccc(F)cc1)N(C(=O)CCC(=O)Nc1nccs1)c1ccc(C)cc1 (centres undefined)
 : -1	11	17	-27	4	-0.1	1	13
- CCOc1cc(CNC2CCCC2)c(Cl)cc1OCC(=O)Nc1ccccc1
 : 5	16	-21	5	0	2.8	-2	-6
- COc1ccc(C(=O)NCc2cccnc2)cc1OC
 : -2	-5	2	1	4	0.6	-5	14
- CC(C)(C)c1ccc(C(=O)Nc2ccc(O)c3c(=O)cc(-c4ccccc4Cl)oc23)cc1
 : -3	-6	4	12	-9	7.5	0	-27
- COCC(C)NCc1ccc(C)cc1C (centres undefined)
 : 1	1	17	7	-2	-2.6	-4	14
- COC(=O)c1sc(NC(=O)C2CCCCC2C(=O)O)c(C(=O)OC)c1C (centres undefined)
 : -2	-4	15	-3	-20	1.5	-3	-20
- Cc1onc(C(=O)N2CCC(C(N)=O)CC2)c1-c1ccccc1Cl
 : -2	3	1	3	6	0.9	-1	26
- COc1ccc(N(CC(=O)NCc2ccc(F)cc2)S(=O)(=O)c2c(C)n[nH]c2C)cc1
 : -7	-14	2	19	6	-0.3	-5	10
- Cc1ccn2nc(C(=O)OCC(=O)N(CC(C)C)C3CCS(=O)(=O)C3)nc2n1 (centres undefined)
 : 1	19	4	-32	14	3.1	0	8
- CC(C)c1ccc(OCC(O)CNC(C)c2ccccc2)cc1 (centres undefined)
 : -6	10	-2	52*	16	6.6	-2	8
- Cc1ccc(/C=C/C(=O)OCC(=O)Nc2cccnc2Cl)o1
 : -2	2	2	16	2	-1.3	-1	7
- CCCN(CC(=O)Nc1ccccc1C)C(=O)c1ccc(C2SCCS2)cc1
 : -1	30	14	29	13	-0.3	-1	23
- O=C(CSc1nnc(CNC(=O)c2cccs2)o1)NC1CCCCC1
 : -1	0	-5	-5	4	0.7	-7	25
- C#CCOCCOCCOCCNc1nc(N2CCOCC2)nc(N2CCN(C(=O)[C@H](Cc3ccc(O)cc3)n3cc([C@@H](N)CC(C)C)nn3)CC2)n1
 : 2	6	6	11	-2	-0.6	-5	11
- CCSC(C)CC1C/C(=N/O)c2c(C)noc2C1 (centres undefined)
 : 0	-10	11	6	0	1.4	-3	8
- Cc1ccc(-c2cc(C(=O)Nc3ccc(S(=O)(=O)Nc4ncccn4)cc3)[nH]n2)c(O)c1C
 : 0	-17	-6	-6	8	-0.8	-4	27
- COc1cc2ccccc2cc1-c1nnc(COc2ccccc2)o1
 : 0	14	8	2	1	-0.1	-3	-2
- O=C(CSc1nnc(COc2cccc3cccnc23)o1)N1CCN(C(=O)c2ccco2)CC1
 : -5	1	-26	25	4	-3.8	-8	2
- O=C(NCC(c1cccs1)N1CCOCC1)c1ccc(Cl)c(S(=O)(=O)N2CCOCC2)c1 (centres undefined)
 : 0	10	-11	-16	-2	0.6	-2	7
- C=CCOC(=O)C1=C[C@H](c2coc3ccccc3c2=O)C[C@H](OCCCCO)O1
 : 0	26	-4	-2	4	1.6	-6	2
- COCCNC(=O)c1cn(C)c(=O)c2cc(OC)c(OC)cc12
 : 1	2	10	22	-6	-2.1	1	2
- CCCc1cc(=O)oc2cc(OCC(=O)Nc3ccc(S(N)(=O)=O)cc3)ccc12
 : -3	-22	11	47	-9	-0.1	-3	9
- COc1ccc(OC)c(NC(=O)CN2CCN(C(=O)c3ccco3)CC2)c1
 : -3	0	13	10	-3	1.4	3	3
- COc1ccc(CCNC(=O)c2cc(-c3ccncc3)nc3ccc(S(=O)(=O)N4CCOCC4)cc23)cc1OC
 : -4	-3	5	-3	-13	3.1	5	-37
- COc1ccc(CCNC(=O)C2CCCN(Cc3nc(-c4cccc(Cl)c4)oc3C)C2)cc1OC (centres undefined)
 : -2	8	14	31	-4	-1.4	-1	2
- CCN1CCN(c2c(S(=O)(=O)c3ccc(C)c(C)c3)cnc3ccc(F)cc23)CC1
 : 2	10	8	36	-2	0.6	0	-5
- O=C(OCn1nnc2ccccc2c1=O)C12CC3CC(CC(O)(C3)C1)C2
 : 1	41	-11	-16	-21	-0.6	5	16
- N=c1c2c(n(Cc3ccc(F)cc3)c3c1CCC3)CCCC2
 : 4	-28	-19	34	13	1.1	-2	6
- NS(=O)(=O)c1ccc(NC(=O)COC(=O)c2cc3ccccc3oc2=O)cc1
 : 0	1	8	-12	-3	-0.3	-1	6
- O=C(Nc1nnc(-c2ccc(F)cc2)o1)c1ccc(S(=O)(=O)N2CCOCC2)cc1
 : -1	3	9	46	7	12	0	-22

# Full records, quoted from the list. Order of screens: UPR XBP1 act	tim23-1 inh	APJ antag	Mdm2-MdmX inh	Jurkat NFkB inh	UPR CHOP act	APJ agonist	697 NFkB inh
# `COc1ccc(CCNC(=O)C2CCCN(Cc3nc(-c4cccc(Cl)c4)oc3C)C2)cc1OC` (centres undefined) reads -2	8	14	31	-4	-1.4	-1	2
# `N=c1c2c(n(Cc3ccc(F)cc3)c3c1CCC3)CCCC2` reads 4	-28	-19	34	13	1.1	-2	6

# (more compounds)
# Values in the order – UPR XBP1 act	tim23-1 inh	APJ antag	Mdm2-MdmX inh	Jurkat NFkB inh	UPR CHOP act	APJ agonist	697 NFkB inh
- Cc1ccc(SC(c2ccc(C)cc2)C(Cn2cncn2)C(=O)c2ccccc2)cc1 (centres undefined)
 : 4	1	6	24	4	-1.5	-3	-2
- Cc1noc(C)c1NC(=O)Nc1ccc2c(c1)C(=O)N([C@H](C)CO)C[C@H](C)[C@@H](CN(C)S(=O)(=O)c1cccs1)O2
 : 2	13	5	-31	-25	2.6	-4	-12
- O=C(c1cccc(F)c1)N1CCN(Cc2cccc(Br)c2)CC1
 : -2	26	-14	3	-2	0.6	-1	-25
- O=C(NC1CC2CCC1C2)C1COc2ccccc2O1 (centres undefined)
 : -1	16	12	-10	8	-0.1	3	12
- C#CCOCCOCCOCCNc1nc(N2CCN(C(=O)[C@H]([C@@H](C)CC)n3cc([C@@H](N)Cc4ccc(O)cc4)nn3)CC2)nc(N2CCN(C(=O)[C@H]([C@@H](C)CC)n3cc([C@@H](N)CC(C)C)nn3)CC2)n1
 : -3	-4	17	15	4	-2.0	-5	-1
- COCCNC(=O)c1cc(-c2ccccc2OC)on1
 : 2	-3	10	15	6	3.6	-6	-30
- CCOC(=O)c1cnc(Nc2ccccc2)nc1C(F)(F)F
 : 8	27	3	-32	-21	3.9	1	-32
- CCCCN(C)C(=O)C(Cc1ccccc1)NS(=O)(=O)c1ccc2c(c1)c(=O)n(C)c(=O)n2C (centres undefined)
 : -3	4	-1	15	-25	-0.7	1	5
- COc1cc(/C=C/C(=O)OCC(=O)NCCN2C(=O)CSC2=O)ccc1OCC#N
 : -2	-1	-11	3	-4	-0.6	-4	7
- CN(CCCNC(=O)c1cc2c(=O)[nH]c3ccccc3c2n1C)Cc1ccccc1
 : 0	8	-15	2	-9	-0.4	-1	-11
- CC(C)Cn1c(CN2CCN(C(=O)c3ccco3)CC2)nc2c1c(=O)n(C)c(=O)n2C
 : -1	0	5	7	13	-0.1	-3	3
- O=C(O)c1cccnc1SC1CC(=O)N(c2cccc(C(F)(F)F)c2)C1=O (centres undefined)
 : 1	12	-29	8	0	3.4	0	1
- Cc1ccc(-c2nn(-c3ccccc3)cc2C2CC(c3cccs3)=NN2C(=O)CCCC(=O)O)cc1 (centres undefined)
 : -1	5	2	-1	4	1.0	1	15
- CCOC(=O)c1cc(OC(=O)c2ccccc2OC)n(-c2ccccc2)n1
 : -1	34	-8	1	-9	2.8	2	-11
- CCOc1ccc(Cc2c(Cl)nc(SC)nc2N(C)C)cc1
 : -4	15	5	45	60*	0.0	-4	-70
- CCCCN1C(=O)c2ccc(C(=O)Nc3cccnc3)cc2C1=O
 : 3	4	12	18	-11	-0.3	-7	7
- CC(NC(=O)c1cccnc1)C(=O)N1CCCCC1 (centres undefined)
 : -3	-5	18	19	8	-1.0	2	6
- O=C(c1cccc2ccccc12)C1CCCN(C(=O)CCN2CCCO2)C1 (centres undefined)
 : 1	8	-12	-10	-17	0.3	1	12
- CC(C)c1ccc(S(=O)(=O)N2CCN(C(C)C(=O)N3CCCC3)CC2)cc1 (centres undefined)
 : -3	18	15	-17	-4	-1.9	-3	9
- COC(=O)N/N=C/c1cc(N=Nc2ccccc2Cl)ccc1O
 : 5	45	11	17	4	2.8	-5	-4
- CN(C)CCCn1c(SCC(=O)Nc2nccs2)nnc1-c1ccncc1
 : 1	10	-2	13	4	-2.0	-3	-8
- CC(=O)c1c(NCCc2ccccc2)nc(=S)n(-c2ccccc2)c1C
 : 1	7	12	5	2	-0.8	-2	0
- CSc1nc2ccc(NC(=O)c3ccccn3)cc2s1
 : -12	10	11	-101	-107	-2.7	-2	-239
- Cc1ccc(-c2nnc(SCC(=O)Nc3cccnc3Cl)n2N)cc1
 : 2	-11	-3	-5	3	0.8	-3	-3
- COc1ccccc1CCNC(=O)C(=O)NCC1OCCCN1S(=O)(=O)c1cc(C)ccc1C (centres undefined)
 : -4	19	-8	25	2	-2.9	1	-8
- Cc1ccc(C(=O)OCC(=O)c2ccc(S(=O)(=O)N3CCCCC3)cc2)o1
 : -2	17	36	14	2	-2.9	-19	6
- CN(C(=O)c1ccno1)c1nnc(-c2cnccn2)s1
 : -2	9	18	22	-10	-1.1	6	-4

# Structures above containing an aryl thioether with sulfur outside any ring (eight):
# Values in the order – UPR XBP1 act	tim23-1 inh	APJ antag	Mdm2-MdmX inh	Jurkat NFkB inh	UPR CHOP act	APJ agonist	697 NFkB inh
- O=C(CSc1nnc(CNC(=O)c2cccs2)o1)NC1CCCCC1
 : -1	0	-5	-5	4	0.7	-7	25
- O=C(CSc1nnc(COc2cccc3cccnc23)o1)N1CCN(C(=O)c2ccco2)CC1
 : -5	1	-26	25	4	-3.8	-8	2
- Cc1ccc(SC(c2ccc(C)cc2)C(Cn2cncn2)C(=O)c2ccccc2)cc1 (centres undefined)
 : 4	1	6	24	4	-1.5	-3	-2
- O=C(O)c1cccnc1SC1CC(=O)N(c2cccc(C(F)(F)F)c2)C1=O (centres undefined)
 : 1	12	-29	8	0	3.4	0	1
- CCOc1ccc(Cc2c(Cl)nc(SC)nc2N(C)C)cc1
 : -4	15	5	45	60*	0.0	-4	-70
- CN(C)CCCn1c(SCC(=O)Nc2nccs2)nnc1-c1ccncc1
 : 1	10	-2	13	4	-2.0	-3	-8
- CSc1nc2ccc(NC(=O)c3ccccn3)cc2s1
 : -12	10	11	-101	-107	-2.7	-2	-239
- Cc1ccc(-c2nnc(SCC(=O)Nc3cccnc3Cl)n2N)cc1
 : 2	-11	-3	-5	3	0.8	-3	-3
